# Screens (PubChem BioAssay)
# GSIS activator – GLuc luminescence reporter in INS-1E cells, primary screen for activators of glucose-dependent secretion of insulin | INS-1E GLuc reporter insulin secretion, 2-3 h | activation, % at 16.6 µM | actives 0.61% (n = 370,000);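 active means lowest replicate activation of at least 40%, so every replicate reaches that level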;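 further: 0% = median of neutral control wells and 100% = median of IBMX positive control wells; some compounds called inactive have numbers as strong as hits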
# PAX8 inh HTS – PAX8 transcriptional activity inhibition; inhibition, % at 12.6 µM; RMG-I TPO-luciferase reporter, SteadyGlo, 24 h; actives 1.2% (n = 360,000);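 active means mean replicate inhibition at least 60% with every replicate also reaching 60%; inconclusive means only one of the two criteria is met; inactive means mean below 60% and not all replicates reaching 60%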;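 further: luciferase light reporting Pax8 driven TPO promoter activity; plate controls were median of neutral control wells for no effect and mitoxantrone controls for full effect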
# miR-122 sensor – blocks miR-122 activity in Huh7 sensor cells | actives 0.3% (n = 340,000) | activation (reporter increase), % at 12.5 µM | AID 602342 | Huh7 miR-122 Renilla luciferase sensor, 48 h; neutral wells = 0, positive control = 100;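 active means mean replicate activation score at least 90 and every replicate individually at or above 90; inconclusive means only one of the two criteria met; inactive means neither criterion met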;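 further: higher luciferase means less miR-122 activity so hits act as miR-122 inhibitors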
# CFTR F508del cor – CFTR F508del correction in bronchial cells; actives 0.36% (n = 350,000); AID 720511; CFBE cells, YFP halide quenching; stimulated with forskolin plus potentiator P3; % fluorescence drop versus neutral controls; activity (quench increase), % at 7.58 µM;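 active means mean added fluorescence quench of at least 8% versus neutral control, with both replicates also reaching 8%; inconclusive means only one of the mean or replicate conditions met; inactive means mean below 8% and not both replicates reaching 8%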;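 further: cells transiently co-express mutant CFTR-F508del with the halide-sensitive YFP; corrector assay measuring rescue of mutant channel to the surface after 24 h compound exposure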
# DENV2 CPE – inhibitors of DENV2 cytopathic effect; DENV2-infected cells, cytopathic effect rescue, plate reader; actives 1.7% (n = 350,000); CPE inhibition, % at 9.99 µM; in the data active means CPE inhibition above about 20%, passing the limit was not always enough; inconclusive means no clear call, values can overlap the other calls; tested in BHK-21 cells;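 further: 0% = median of neutral control wells and 100% = median of positive control wells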
# EWS-Fli block – EWS/Fli transcriptional activity inhibition; inhibition, % at 12.6 µM; AID 651661; A673 NR0B1-luciferase reporter, viability-normalised; actives 0.67% (n = 350,000);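 active means mean inhibition of at least 50% after viability correction, with every replicate also passing that limit; inconclusive means mean reaches 50% but only one of two replicates passes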;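 further: firefly luciferase signal divided by Alamar Blue viability fluorescence both relative to DMSO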
# FN deposit inh – fibronectin deposition inhibition; actives 0.086% (n = 350,000); inhibition, % at 12.6 µM; AH1F fibroblasts, Alexa488-fibronectin deposition fluorescence, overnight;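 active means mean inhibition across replicates of 30% or more, regardless of how many single replicates reach that level; inconclusive means mean under 30% yet at least half of replicates reach 30%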;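 further: positive control wells lacked labelled fibronectin entirely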
#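 Assay system: AH1F fibroblasts / Quantity: 10000 cells per well / Medium: DMEM plus 2% serum, read in PBS / Reagent: labelled fibronectin 24 nM / Dosing: single dose, pinned / Times: 1 h cell attachment, overnight exposure to compound and label / Signal: fluorescence, ex 485 nm, em 525 nm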
# * marks the source's active call; other numbers are inactive results; ? = inconclusive; . = no result given; [ ] = another dose, or the depositor's remark.
structure	GSIS activator	PAX8 inh HTS	miR-122 sensor	CFTR F508del cor	DENV2 CPE	EWS-Fli block	FN deposit inh
OC(Cn1cncn1)(c1ccc(F)cc1)c1ccc(Cl)cc1 (stereo not drawn)	0	8	.	-2.8	-6	2	6
O=C(Nc1ccccc1)C1CCN(S(=O)(=O)c2ccc3c(c2)OCCO3)CC1	1	13	.	-3.0	-4	9	8
COc1ccc(-n2nc(C(=O)NCC(=O)NCc3ccccc3OC)c3ccccc3c2=O)cc1	0	2	.	0.9	0	-3	2
CC(=O)Cc1nsc(NC(=O)c2ccc(COc3ccccc3C)o2)n1	-8	-10	.	-0.6	-7	4	1
N/C(Cc1ccccc1Sc1ccccc1)=N\O	0	-2	-3	-1.4	?	1	-1
CC(C(=O)Nc1ccc(O)cc1C(=O)O)N1C(=O)/C(=C\c2cccs2)SC1=S (stereo not drawn)	11	-9	-1	0.5	2	.	-1
O=C(C[C@@H]1CC[C@H]2[C@@H](COC[C@H](O)CN2C(=O)Nc2cccc(F)c2)O1)NCc1ccccc1F	-24	-51	45[16.7 µM]	-0.6	6	-17	-11
O=C(COC(=O)/C=C/c1ccc([N+](=O)[O-])cc1)NCc1ccco1	9	4	-11	-2.1	-1	0	-2
CCc1nnc(NS(=O)(=O)c2ccc(N3C(=O)c4ccccc4C3=O)cc2)s1	18	-10	.	-1.5	-3	-6	-5
CCCCN(C)c1c(C)nc2ccc(C(=O)N(C)Cc3ccco3)cn12	12	5	0	-0.5	-5	5	2
C[C@H](CO)N1C[C@H](C)[C@H](CN(C)Cc2ccc(C(=O)Nc3ccccc3N)cc2)Oc2ccc(NS(=O)(=O)c3cccs3)cc2C1=O	9	.	70[16.7 µM]	-2.2	0	54*	.
N#CCCCc1cn(-c2nc3ccccc3s2)nn1	10	-59	.	-1.2	6	-37	5
COc1ccc(CN(C)C[C@H]2Oc3ccc(NC(=O)Cn4cnnn4)cc3C(=O)N([C@H](C)CO)C[C@@H]2C)cc1	-4	-4	11[16.7 µM]	1.4	-1	.	.
CCc1nc2c(OCC(=O)C(C)(C)C)cccn2c1N(C)C(=O)C1CC1	13	7	0	0.3	-7	2	-2
COc1ccc(S(=O)(=O)N(C)CC(=O)NCCCN2CCOCC2)cc1C	12	-10	-9	0.4	9	-5	4
COc1cccc(S(=O)(=O)Nc2ccc3c(c2)OC[C@@H](C)N(C(=O)Cc2cccnc2)C[C@H](C)[C@H](OC)CN(C)C3=O)c1	0	-9	-13[16.7 µM]	-4.4	.	-1	-6
O=C(Nc1cccnc1)c1ccc(F)cc1	.	-16	7	.	.	.	-15
CCc1noc(C)c1C(=O)N1CCCC(C(=O)c2cc(F)ccc2F)C1 (stereo not drawn)	2	11	.	.	10	-3	5
CC(C)c1cn(CC[C@H]2CC[C@@H](NC(=O)C3CCCCC3)[C@@H](CO)O2)nn1	15	.	.	0.7	7	7	-4
CCOCCOC(=O)c1ccc(-n2cncn2)nc1	.	9	0	.	.	.	-4
Cc1cccc([N+](=O)[O-])c1NC(=O)COC(=O)C1CC2CCCC(C1)C2=O (stereo not drawn)	-2	.	.	5.4	-4	-2	1
COc1ccc(CN(C)C[C@H]2Oc3ccc(NC(=O)Nc4ccc(OC)cc4)cc3C(=O)N([C@@H](C)CO)C[C@@H]2C)cc1	-1	-19	6[16.7 µM]	-0.1	4	-5	.
CCCCn1c(N)c(N(CCC(C)C)C(=O)C2CC(=O)N(CCc3ccc(OC)c(OC)c3)C2)c(=O)[nH]c1=O (stereo not drawn)	23	-9	.	0.0	-2	0	1
C[C@@H]1CN([C@H](C)CO)C(=O)c2cccc(NC(=O)c3cnccn3)c2O[C@H]1CN(C)S(C)(=O)=O	11	.	-2[16.7 µM]	-0.2	-1	-2	.
CN(C)c1ccc(CC(=O)N2CCCC(c3cc(C(=O)Nc4ccc5c(c4)OCO5)no3)C2)cc1 (stereo not drawn)	18	-16	-2	-3.0	1	3	2
CN(C)CCCNC(=O)C[C@@H]1CC[C@H]2[C@@H](COC[C@H](O)CN2CC2CCCC2)O1	3	5	-3[16.7 µM]	1.6	4	4	-2
CN1CCN(c2nc3c(c(=O)[nH]c(=O)n3C)n2CCSc2nnnn2-c2ccccc2)CC1	.	9	8	-0.2	-4	-11	-5
Cc1ccc(S(=O)(=O)Nc2cccc3c2O[C@H](CN(C)CC2CC2)[C@@H](C)CN([C@@H](C)CO)C3=O)cc1	26	6	4[16.7 µM]	-1.1	16	0	-2
Cc1ccc(-c2nn(-c3ccccc3)cc2C(=O)Nc2cccc(S(=O)(=O)NC3=NCCC3)c2)cc1	.	-28	71	1.4	15	-20	-6
O=c1cc(CCc2ccccc2)[nH]c(=O)[nH]1	9	-11	.	2.9	3	0	1

# Copied from the list.
# Under DENV2 CPE, N#CCCCc1cn(-c2nc3ccccc3s2)nn1 is listed with 6
# Under PAX8 inh HTS, CN1CCN(c2nc3c(c(=O)[nH]c(=O)n3C)n2CCSc2nnnn2-c2ccccc2)CC1 is listed with 9
# Under DENV2 CPE, CCc1noc(C)c1C(=O)N1CCCC(C(=O)c2cc(F)ccc2F)C1 (stereo not drawn) is listed with 10

# Whole records, looked up by structure. Screens in order: GSIS activator | PAX8 inh HTS | miR-122 sensor | CFTR F508del cor | DENV2 CPE | EWS-Fli block | FN deposit inh
# O=C(Nc1cccnc1)c1ccc(F)cc1 is entered as . | -16 | 7 | . | . | . | -15
# CCc1noc(C)c1C(=O)N1CCCC(C(=O)c2cc(F)ccc2F)C1 (stereo not drawn) is entered as 2 | 11 | . | . | 10 | -3 | 5

# The listing continues.
structure	GSIS activator	PAX8 inh HTS	miR-122 sensor	CFTR F508del cor	DENV2 CPE	EWS-Fli block	FN deposit inh
C[C@@H]1CN([C@H](C)CO)C(=O)c2cc(C3=CCCC3)cnc2O[C@H]1CN(C)C(=O)NC1CCCC1	13	.	8[16.7 µM]	2.7	0	13	.
COc1cccc(CN2CCN(Cc3cc(OC)c(OC)cc3OC)CC2)c1	12	-2	3	0.7	0	10	1
O=C(Cn1nc(C(F)(F)F)c2c1CCCC2)NCc1ccco1	.	2	-4	.	.	.	1
O=C(CSc1ccc2c(c1)OCCO2)NCc1ccco1	.	0	-1	.	.	.	-2
C[C@H](CO)N1C[C@H](C)[C@H](CN(C)S(=O)(=O)CC(F)(F)F)OCc2ccccc2-c2c(n(C)c3ccccc23)C1=O	-10	-2	.	-2.9	6	0	-2
COc1ccc(CC(=O)NC(C)c2nnc(SCCC(=O)Nc3ccccc3)n2C)cc1 (stereo not drawn)	3	-19	-1	-1.8	-2	0	5
O=C(C[C@H]1CC[C@@H]2[C@H](COC[C@H](O)CN2C(=O)c2ccccc2F)O1)N1CCN(c2ccccc2)CC1	10	-10	0[16.7 µM]	4.8	5	2	7
Cc1noc(C)c1S(=O)(=O)Nc1ccc2c(c1)C(=O)N([C@H](C)CO)C[C@H](C)[C@H](CN(C)S(=O)(=O)c1ccc(F)cc1)OCCCC[C@@H](C)O2	-3	-4	3[16.7 µM]	0.2	-16	0	.
CC[N+](C)(C)CCN(Cc1ccc(Cl)cc1)c1ccccn1	.	28	-7	.	.	.	3
COC(=O)C1=C(C(=O)OC)[C@@H]2Nc3ccccc3[C@@]23C[C@@H](C(=O)OC)N(C(=O)CC(C)C)C3=N1	-11	7	1	1.5	-19	8	-11
Cc1cccc(C)c1NC(=O)CN(C)C(=O)CSCc1c(C)noc1C	12	-12	.	0.3	?	-4	-5
C/C=C/c1ccc2c(c1)O[C@@H](CN(C)S(=O)(=O)c1ccccc1OC)[C@H](C)CN([C@@H](C)CO)S2(=O)=O	-8	8	8[16.7 µM]	-1.7	-3	0	.
CCOc1nc2cnccc2n(CC(=O)Nc2ccccc2F)c1=O	12	-5	1	-0.9	0	-7	2
C=CCNC(=O)C1CCN(S(=O)(=O)c2ccc3ccccc3c2)CC1	-10	0	1	0.3	9	1	5
O=C(COC(=O)COc1ccccc1)Nc1ccc(S(=O)(=O)N2CCOCC2)cc1	11	11	0	-0.3	9	11	.
CCOc1ccc(C(=O)COC(=O)CNC(=O)C2CCCCC2)cc1	6	-19	3	1.4	-10	-5	-7
Cc1cc(=O)oc2cc(OCC(=O)N3CCN(c4ccccc4)CC3)ccc12	22	0	-7	-2.2	-7	8	-5
Cc1ccc(C)c(C(=O)CCC(=O)N2CCN(c3cccc(C(F)(F)F)c3)CC2)c1	-18	-4	10	0.8	-2	-2	-3
CC(=O)Nc1cccc(C(=O)OCC(=O)NC(C)c2ccc(F)cc2)c1 (stereo not drawn)	-3	13	.	0.1	-4	1	-8
Cc1cc(C)c2c(N)c(C(=O)Nc3ncc(C)s3)sc2n1	.	104*	7	.	.	.	-8
O=C1CC(c2ccco2)Sc2ccccc2N1 (stereo not drawn)	4	1	-2	1.6	-1	0	1
CC(OC(=O)c1ccc(NS(=O)(=O)c2ccc3[nH]c(=O)[nH]c3c2)cc1)C(=O)Nc1cccc(Cl)c1Cl (stereo not drawn)	1	21	.	-0.2	-2	7	6
CCOC(=O)/C(=N/Nc1ccccc1OC)N1CCCc2ccccc21	.	12	.	0.3	-2	-4	-2
CCN1CCN(S(=O)(=O)c2ccc(Cl)c(C(=O)NCc3nc4ccccc4[nH]3)c2)CC1	-13	3	-2	1.9	2	0	-6
CC(Oc1ccc(Cl)cc1Cl)C(=O)NNC(=O)[C@@H]1CCCC[C@@H]1C(=O)O (stereo partly drawn)	12	-27	.	2.5	-5	-3	.

# Looked up one by one from the entries so far, 3 records:
structure	GSIS activator	PAX8 inh HTS	miR-122 sensor	CFTR F508del cor	DENV2 CPE	EWS-Fli block	FN deposit inh
Cc1cc(=O)oc2cc(OCC(=O)N3CCN(c4ccccc4)CC3)ccc12	22	0	-7	-2.2	-7	8	-5
COc1cccc(CN2CCN(Cc3cc(OC)c(OC)cc3OC)CC2)c1	12	-2	3	0.7	0	10	1
Cc1cc(C)c2c(N)c(C(=O)Nc3ncc(C)s3)sc2n1	.	104*	7	.	.	.	-8
